# mIAP inh – mouse IAP inhibition. inhibition, % at 10 µM. purified mouse IAP, CDP-Star luminescence, 30 min. 330,000 compounds, 0.2% hits. AID 2806;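 active = inhibition of at least 40% at 10 µM in the primary screen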;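 note: plate controls were DMSO with enzyme for no effect and no enzyme wells for full effect; values of inactives mirror those of a sister screen read the other way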
# hIAP activ – human IAP activation. P09923. 330,000 compounds, 0.16% hits. AID 2524. purified human IAP, CDP-Star luminescence, 30 min; stronger effect = higher value; 1 = vehicle-only enzyme, 0 = enzyme-free background. activation factor at 10 µM;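 active = activation factor of the enzyme at least 2-fold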; note: the source names both 10 and 20 µM as test concentration; values of inactives mirror those of a sister screen read the other way
# APOBEC3G inh – APOBEC3G (human) deaminase inhibition; Q9HC16; recombinant A3G, ssDNA deamination FAM/TAMRA fluorescence; inhibition, % at 20 µM; 330,000 compounds, 0.28% hits;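 active = inhibition of at least 40% at 20 µM, with no more than 30% in the related APOBEC3A deaminase screen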;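 note: plate controls were DMSO wells with A3G for no effect and wells lacking A3G enzyme for full effect; some compounds called inactive have numbers as strong as hits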
# Target sequence (Q9HC16 whole entry, looked up): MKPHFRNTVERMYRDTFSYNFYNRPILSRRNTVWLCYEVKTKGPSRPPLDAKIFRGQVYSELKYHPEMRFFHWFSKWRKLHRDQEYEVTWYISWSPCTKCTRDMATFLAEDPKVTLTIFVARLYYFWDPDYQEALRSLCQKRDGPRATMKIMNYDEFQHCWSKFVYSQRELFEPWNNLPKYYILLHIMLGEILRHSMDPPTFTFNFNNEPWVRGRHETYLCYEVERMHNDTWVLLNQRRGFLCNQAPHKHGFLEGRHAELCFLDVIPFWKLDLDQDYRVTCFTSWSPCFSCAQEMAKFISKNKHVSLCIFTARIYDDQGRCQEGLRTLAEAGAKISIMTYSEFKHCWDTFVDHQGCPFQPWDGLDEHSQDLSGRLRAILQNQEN
# ATG4B inh – inhibitors of human ATG4B cysteine protease | ATG4B cleavage of LC3-PLA2, NBD-HPC fluorescence, 1 h | 340,000 compounds, 0.51% hits | AID 504462 | Q9Y4P1 | inhibition, % at 8.33 µM; in the data active = inhibition above about 40%
# Target sequence (Q9Y4P1 whole entry, looked up): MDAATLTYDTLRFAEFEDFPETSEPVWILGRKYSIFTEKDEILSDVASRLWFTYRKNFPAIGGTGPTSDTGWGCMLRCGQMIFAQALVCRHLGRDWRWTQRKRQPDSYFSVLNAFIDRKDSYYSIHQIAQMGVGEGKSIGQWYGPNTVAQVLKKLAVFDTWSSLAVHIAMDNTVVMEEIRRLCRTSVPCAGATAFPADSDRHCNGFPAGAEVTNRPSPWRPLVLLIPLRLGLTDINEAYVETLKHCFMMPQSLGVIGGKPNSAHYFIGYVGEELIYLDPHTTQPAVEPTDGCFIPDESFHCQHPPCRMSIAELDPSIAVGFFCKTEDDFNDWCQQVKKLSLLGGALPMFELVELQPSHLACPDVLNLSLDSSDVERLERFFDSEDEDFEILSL
# APOBEC3A inh – blocks human APOBEC3A ssDNA deamination; P31941; AID 493011; recombinant A3A, FAM/TAMRA ssDNA deamination fluorescence; 330,000 compounds, 0.41% hits; inhibition, % at 20 µM;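 active = at least 40% inhibition at 20 µM here, with at most 30% in a related deaminase screen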;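 note: plate controls were A3A with DMSO for no effect and wells lacking A3A enzyme for full effect; some results filed as inactive read as strong as hits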
# Target sequence (P31941 whole entry, looked up): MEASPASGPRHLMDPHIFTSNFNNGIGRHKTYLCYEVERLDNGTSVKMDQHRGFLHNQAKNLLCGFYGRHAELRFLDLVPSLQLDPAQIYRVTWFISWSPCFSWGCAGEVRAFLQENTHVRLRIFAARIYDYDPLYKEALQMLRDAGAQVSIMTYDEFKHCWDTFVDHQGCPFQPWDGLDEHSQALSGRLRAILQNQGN
# MPTP block – permeability transition pore inhibition | isolated mouse mitochondria, Ca2+ swelling absorbance, 30 min | inhibition, % at 10 µM | 360,000 compounds, 1.4% hits | AID 602449;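 active = inhibition of 50% or more, scaled per plate between neutral and stimulator controls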;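 note: 0% = DMSO wells given calcium and 100% = 1 mM EGTA wells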
# hIAP inh – human IAP inhibition. purified IAP, CDP-Star luminescence, 30 min. inhibition, % at 10 µM. 330,000 compounds, 0.12% hits. AID 2544;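 active = inhibition reaching a set limit with compound at 10 µM in the primary screen, cut at about 35% in these data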;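 note: plate controls were DMSO wells with enzyme for no effect and no-enzyme buffer wells for full effect; values of inactives mirror those of a sister screen read the other way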
# mIAP act – mouse IAP activation | muIAP, CDP-Star luminescence, 30 min; stronger effect = higher value; 1 = vehicle-only enzyme signal, 0 = enzyme-free wells | activation factor at 10 µM | 330,000 compounds, 0.24% hits;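 active = activation factor of at least 2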; note: the source names both 10 and 20 µM as test concentration; values of inactives mirror those of a sister screen read the other way
#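 also added = chemiluminescent substrate CDP-Star | test system = mouse IAP enzyme | signal = chemiluminescence readout | compound = DMSO-dissolved test compounds | incubation = 30 min at room temperature | benchmarks = DMSO wells, no-enzyme wells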
# MIN6 prolif – induces beta-cell replication in MIN6 cells; MIN6 cells proliferation, ATPlite luminescence, 48 h; cells starved in 0.2% serum; 100% = growth in 10% serum; proliferation, % at 10 µM; 330,000 compounds, 0.29% hits; AID 2380;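 active = compounds whose signal lies at least 3.5 SD above the mean of all wells on their plate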;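 note: 0% = DMSO-treated cells in low-serum medium and 100% = 10% serum control; some compounds called inactive have numbers as strong as hits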
# Starred values were filed as active, the others as inactive; nt = not tested or not shown. Not a hit list; 3.3% or so of the library scored in one or more.
# The line under a structure holds: mIAP inh	hIAP activ	APOBEC3G inh	ATG4B inh	APOBEC3A inh	MPTP block	hIAP inh	mIAP act	MIN6 prolif
> O=C(c1n[nH]c2c1CCCC2)n1ccnc1
  0	0.86	3	nt	0	nt	14	1	-2
> COc1ccccc1CNC(=O)COC(=O)CCN=C1NS(=O)(=O)c2ccccc21
  -1	0.99	-11	-7	0	-2.1	1	1	2
> COc1ccc(C)cc1S(=O)(=O)N1CCN(C(=O)c2ncoc2-c2ccccc2F)CC1
  2	0.91	-3	-2	1	-0.5	9	0.98	-1
> CC(C)C(=O)NCc1cc(-c2ccc(Cl)cc2)no1
  3	0.96	4	11	0	-0.6	4	0.97	-2
> CCOC(=O)c1cnc2ccc(OC)cc2c1NCCc1ccc(OC)c(OC)c1
  1	0.9	-9	-14	1	5.6	10	0.99	-2
> COC(=O)c1ccc(NC(=O)CSc2nc(=O)cc(N)n2-c2ccccc2)cc1
  11	1	-7	-10	-1	-1.7	-1	0.89	0
> COc1cccc(C2=CC(=O)CC(c3ccco3)C2)c1 (stereo not given)
  7	0.77	-8	-12	-3	-1.0	23	0.93	5
> Cc1c(NC(=O)c2ccc(N(Cc3ccccc3)S(C)(=O)=O)cc2)c(=O)n(-c2ccccc2)n1C
  8	0.95	1	-3	2	0.1	5	0.92	2
> COc1ccc(CCNCc2csc3nc4ccccc4n23)cc1OC
  -2	0.78	-3	-3	4	3.3	22	1	-3
> O=C(NCc1ccc2c(c1)OCO2)c1ccc(C2SCC(=O)N2Cc2ccco2)cc1 (stereo not given)
  16	0.99	6	8	4	1.8	1	0.84	-4
> O=C(Cc1ccc(S(=O)(=O)N2CCOCC2)s1)OCc1ccc(Cl)cc1
  8	0.94	-7	-12	-4	-2.5	6	0.92	-1
> CCn1ncc(Br)c1C(=O)Nc1ccccc1C(=O)OC
  -3	1.2	-7	3	-1	-0.3	-15	1	-3
> COc1ccccc1[C@]1(C)ON(c2ccccc2C(F)(F)F)C1=O
  3	0.89	-4	-7	0	0.9	11	0.97	-7
> Cc1ccnc(NCn2nnc3ccccc32)c1
  -9	1.4	-7	7	-3	-0.3	-44	1.1	-1
> O=C(N/N=C/c1ccc([N+](=O)[O-])o1)C(=O)Nc1ccc(C(=O)O)cc1
  38	0.89	-3	2	11	1.1	12	0.62	-2
> CCN1CCN(CC(=O)Nc2ccc(N(C)C)cc2)CC1
  2	1.1	-11	-6	-6	-2.2	-6	0.98	-2
> CCCCCCCN(C(=O)CCl)c1ccccc1C
  1	0.93	-10	-3	-3	0.6	7	0.99	0
> CCN(CC(=O)N1CCCCCC1)S(=O)(=O)c1ccc(C)cc1
  10	0.91	-7	1	-5	-0.8	9	0.9	-1
> CCOC(=O)C(=O)Nc1ncc(Cl)s1
  2	0.95	-8	-14	-3	-0.2	5	0.98	-1
> COc1ccccc1NC(=O)c1ccc(CSc2ccccc2)o1
  5	1	-4	5	-2	-0.6	0	0.95	-1
> COC(=O)c1[nH]c2ccccc2c1NS(=O)(=O)c1ccc(OC)cc1OC
  7	0.75	-7	-2	-3	-1.4	25	0.93	2
> O=C(O)c1ccc(-n2c(/C=C/c3ccccc3)nc3ccccc3c2=O)cc1
  -9	0.94	3	2	2	1.1	6	1.1	-3
> COc1ccc(C(=O)N/C(=C\c2ccccc2)C(=O)NCc2cccnc2)cc1
  11	1	-6	-6	-4	-1.2	-5	0.89	-2
> Cc1ccc(N(C(=O)c2csnn2)C(C(=O)NC2CCCCC2)c2ccccn2)cc1 (stereo not given)
  -2	0.88	-7	10	-1	-1.7	12	1	0
> Cc1cc(NCc2ccco2)nc2cc(O)ccc12
  -7	0.96	-11	3	-3	0.1	4	1.1	-3
> CCN(CC)C(=O)c1ccc(/C=C/c2c[nH]c3ccccc23)[n+](C)c1
  10	1	13	-9	42*	0.5	-2	0.9	0
> CC(C(=O)Nc1ccccc1C(F)(F)F)N1CCN(C)CC1 (stereo not given)
  10	1.2	-3	1	-1	1.8	-22	0.9	-4
> CCc1nc2ccccc2c(=O)n1NC(=O)c1c(O)c2ccccc2n(CC)c1=O
  1	1.1	-2	2	7	-0.2	-6	0.99	-6
> C=CCNC(=S)N1CCN(C2CCCCC2)CC1
  -2	1	1	-6	6	1.2	-5	1	-2
> CC1CCN(CC(=O)Nc2ccccc2C#N)CC1
  5	1	-8	0	-6	3.0	-5	0.95	3
> O=C(NCCCO)C12CC3CC(CC(C3)C1)C2
  -1	0.93	-10	17	-3	-1.1	7	1	4
> CCCOc1ccc(-c2c(C(=O)N/N=C(\C)c3cccs3)nnn2-c2nonc2N)cc1
  10	1.4	3	6	1	0.9	-36	0.9	-5
> CC(=C/c1ccco1)/C=N/NC(=O)CSc1nnc(SCc2ccc(C)cc2)s1
  9	0.97	-9	9	2	6.8	3	0.91	-3
> CS(=O)(=O)c1nc(S(=O)(=O)c2ccc(Cl)cc2)c(N2CCOCC2)s1
  3	0.83	-8	-1	-5	-1.7	17	0.97	3
> CCNC(=O)COC(=O)CCC(=O)c1cccs1
  -12	1.1	-5	-7	-1	-0.2	-8	1.1	-1
> COC(=O)c1ccc(-c2noc(CN3CCCC(CNC(C)=O)C3)n2)cc1 (stereo not given)
  -1	1.1	-3	-2	-1	0.5	-8	1	0
> COc1ccc(Br)c(C(=O)NNC(=O)c2ccc(NS(=O)(=O)c3cccs3)cc2)c1
  9	0.91	2	-11	6	-1.4	9	0.91	0
> O=C(COC(=O)c1ccc(F)c(S(=O)(=O)N2CCOCC2)c1)c1ccc(Br)cc1
  -1	0.91	-12	9	-3	-0.9	9	1	2
> O=C(NC1CCCCCCC1)c1ccccc1-c1ccccc1
  -2	0.98	4	15	3	-1.3	2	1	-4
> CCN(C[C@H]1N[C@@](Cc2ccccc2)(C(=O)OC)[C@H]2C(=O)N(Cc3ccccc3)C(=O)[C@@H]12)C(=O)COc1ccccc1
  8	0.93	-4	2	-1	0.2	7	0.92	-3
> CC(NS(=O)(=O)c1ccc(OCC(=O)N2CCOCC2)c(Cl)c1)c1ccccc1 (stereo not given)
  10	0.98	-8	9	-1	-0.9	2	0.9	-1
> Cc1cc(C)n(-c2nc(NCC3CCCO3)c3c4c(sc3n2)COC(C)(C)C4)n1 (stereo not given)
  5	0.9	-7	-5	-5	nt	10	0.95	1
> CCN1C(=NCCc2cccnc2)N[C@@H](c2ccccc2)C(C(=O)OC)=C1C
  -9	1	31	-13	68	nt	0	1.1	-4
> COC(=O)CCC(=O)Nc1cc(S(=O)(=O)Nc2ccc(Cl)cc2)ccc1N1CCOCC1
  1	0.95	-6	-12	-4	9.1	5	0.99	0
> COc1ccc(N2CCN(C(=O)CCNC(=O)c3ccccc3)CC2)cc1
  -4	0.82	-6	-2	1	0.3	18	1	0
> O=C1c2ccccc2C(O)N1c1ccccc1 (stereo not given)
  -9	0.96	-3	5	-3	-1.2	4	1.1	2
> CC(=O)OC[C@H]1O[C@@H](n2ncc(=O)[nH]c2=O)[C@H](OC(C)=O)[C@@H]1OC(C)=O
  5	0.78	-7	2	-3	-1.2	22	0.95	0
> O=C(NC1CCCCC1)C1CCCN1C(=O)NCc1ccccc1 (stereo not given)
  -12	1.3	-4	-14	-6	-0.4	-27	1.1	-3
> C[C@H](CO)N1C[C@H](C)[C@@H](CN(C)S(=O)(=O)c2ccccc2)Oc2ccc(NC(=O)Nc3ccc4c(c3)OCO4)cc2C1=O
  -159	1	2	-8	0	0.1	-2	2.6*	-4
> C=CC[C@H](CC(=O)N[C@H](CO)Cc1ccccc1)C(=O)N[C@H](COC(=O)[C@@H](CC=C)CC(=O)OC(C)(C)C)Cc1c[nH]c2ccccc12
  -1	1.4	5	-10	3	0.9	-45	1	-6

# Already shown: an excerpt of the list.
# The line under a structure holds: mIAP inh	hIAP activ	APOBEC3G inh	ATG4B inh	APOBEC3A inh	MPTP block	hIAP inh	mIAP act	MIN6 prolif
> O=C1c2ccccc2C(O)N1c1ccccc1 (stereo not given)
  -9	0.96	-3	5	-3	-1.2	4	1.1	2
> CC(=O)OC[C@H]1O[C@@H](n2ncc(=O)[nH]c2=O)[C@H](OC(C)=O)[C@@H]1OC(C)=O
  5	0.78	-7	2	-3	-1.2	22	0.95	0

# Following part.
# The line under a structure holds: mIAP inh	hIAP activ	APOBEC3G inh	ATG4B inh	APOBEC3A inh	MPTP block	hIAP inh	mIAP act	MIN6 prolif
> NC(=O)C1CCN(c2ccc([N+](=O)[O-])cc2Cl)CC1
  -8	1.1	-8	6	-7	-0.2	-5	1.1	-3
> CN(C)CCCN(Cc1cc2cc3c(cc2[nH]c1=O)OCCO3)C(=O)NC1CCCCC1
  -7	1.1	-1	-4	-2	1.0	-9	1.1	-5
> COc1ccc(CC(=O)N/N=C/c2cccn2-c2ccc([N+](=O)[O-])cc2)cc1OC
  13	1	-4	-6	-2	1.0	0	0.87	0
> CCOC(=O)N1CCC(N2Cc3cccc(C(=O)Nc4cccc(F)c4)c3C2=O)CC1
  12	0.9	2	-14	-2	2.3	10	0.88	-1
> CCN1CCN(C(=O)/C=C/c2ccc(F)cc2)CC1
  12	1.2	2	-9	2	1.3	-18	0.88	-2
> NC(=O)NC(=O)COC(=O)CCSc1ccccc1
  -5	0.96	3	-5	5	-0.6	4	1	-1
> CC1=C([N+](=O)[O-])C(c2ccc3c(c2)OCO3)N(C)C(=O)N1C (stereo not given)
  3	0.79	-2	-1	5	-0.5	21	0.97	-4
> Cc1ccnc(NS(=O)(=O)c2ccc(NC(=O)Cc3ccc(Cl)cc3)cc2)n1
  -1	0.94	-7	-10	-3	0.3	6	1	-1
> Cc1ccc2[nH]c(CCN(C)C)c(CN3CCOCC3)c2c1
  6	0.98	-4	-3	-2	-0.8	2	0.94	-7
> O=C(c1ccc2nccnc2c1)N1CCN(c2cccc(C(F)(F)F)c2)CC1
  5	0.86	-4	-15	1	0.4	14	0.95	-1
> O=C(CN1CCN(c2ccccn2)CC1)N1CCc2ccccc21
  -5	1.3	3	-12	2	1.6	-31	1	1
> CS(=O)(=O)N1CCC(C(=O)Nc2ccccc2Sc2ccccc2)CC1
  6	1.1	-7	-9	-1	0.1	-6	0.94	-1
> Cc1cc(NC(=O)c2ccc(NC(=O)CC(C)C)cc2)no1
  -9	1	-1	-1	4	-0.9	0	1.1	-1
> COc1ccc(-c2c(-c3ccc4c(c3)OCO4)noc2C)cn1
  2	1	-4	-3	0	-1.2	0	0.98	-1
> CC(=O)c1ccccc1NC(=O)CSc1nc2ccccc2c(=O)n1CCCN1CCOCC1
  6	1.1	-4	-12	0	0.1	-10	0.94	-5
> COc1ccc(OCC(=O)Nc2ccccc2Cl)cc1
  0	1.1	-3	-19	2	-1.5	-5	0.99	-2
> O=C(Nc1cccnc1)c1cccc(S(=O)(=O)N2CCCC2)c1
  2	1	-14	-13	-2	2.3	0	0.97	0
> CNC(=O)c1c(O)c2cccc3c2n(c1=O)CC3
  5	0.98	-2	-1	-3	-4.0	2	0.95	-7
> CCc1ccc(OCC(=O)Nc2ccc(CN3CCCCC3)cc2)cc1
  3	0.88	-1	-5	0	-3.0	12	0.97	3
> COc1ccc(NC(=O)CN2C(=O)CSc3ccc(S(=O)(=O)N4CCC(C)CC4)cc32)cc1
  -1	1	-5	-10	0	1.0	0	1	-2
> Cc1ccc(C2(C)NC(=O)N(CC(=O)Nc3ccc(-c4nc5ccc(C)cc5s4)cc3)C2=O)cc1 (stereo not given)
  4	1	-1	1	7	0.5	-4	0.96	-7
> CC1CN(CCn2cnc3c(N)ncnc32)CC(C)O1 (stereo not given)
  4	0.88	-2	6	2	0.7	12	0.96	1
> COc1cccc(/C=C/C(=O)OCC(=O)Nc2cccc(S(=O)(=O)N3CCCCC3)c2)c1OC
  -3	0.94	-4	-6	-5	-3.3	6	1	-1
